SENP7 block: blocks the human protease SENP7. Q9BQF6. recombinant SENP7, Z-RLRGG-aminoluciferin luminescence, 40 min. inhibition, % at 5 µM. 330,000 tested, 1.5% active;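 active = inhibition above about 50% at the single test dose, limit read from the data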;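 note: plate controls were DMSO with enzyme for no effect and no enzyme buffer wells for full effect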
Target sequence (Q9BQF6 706-1050 limits assumed): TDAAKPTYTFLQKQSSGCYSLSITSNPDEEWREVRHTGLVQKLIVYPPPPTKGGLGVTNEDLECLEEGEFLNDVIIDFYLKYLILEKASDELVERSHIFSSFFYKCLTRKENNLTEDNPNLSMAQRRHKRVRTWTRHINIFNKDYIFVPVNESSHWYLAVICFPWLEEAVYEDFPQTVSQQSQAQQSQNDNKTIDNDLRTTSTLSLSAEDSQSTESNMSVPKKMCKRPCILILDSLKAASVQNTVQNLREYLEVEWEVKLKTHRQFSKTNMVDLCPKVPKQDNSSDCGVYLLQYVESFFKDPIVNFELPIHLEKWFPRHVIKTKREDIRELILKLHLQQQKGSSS
SENP6 block: SENP6 protease inhibition. Q9GZR1. Recombinant SENP6 catalytic domain, aminoluciferin luminescence. inhibition, % at 10 µM. 330,000 tested, 1.8% active;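 active = inhibition above about 50% at the single tested dose, limit read from the data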;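 note: plate controls were DMSO wells with enzyme for no effect and DMSO wells lacking enzyme for full effect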
Target sequence (Q9GZR1 628-1112 limits assumed): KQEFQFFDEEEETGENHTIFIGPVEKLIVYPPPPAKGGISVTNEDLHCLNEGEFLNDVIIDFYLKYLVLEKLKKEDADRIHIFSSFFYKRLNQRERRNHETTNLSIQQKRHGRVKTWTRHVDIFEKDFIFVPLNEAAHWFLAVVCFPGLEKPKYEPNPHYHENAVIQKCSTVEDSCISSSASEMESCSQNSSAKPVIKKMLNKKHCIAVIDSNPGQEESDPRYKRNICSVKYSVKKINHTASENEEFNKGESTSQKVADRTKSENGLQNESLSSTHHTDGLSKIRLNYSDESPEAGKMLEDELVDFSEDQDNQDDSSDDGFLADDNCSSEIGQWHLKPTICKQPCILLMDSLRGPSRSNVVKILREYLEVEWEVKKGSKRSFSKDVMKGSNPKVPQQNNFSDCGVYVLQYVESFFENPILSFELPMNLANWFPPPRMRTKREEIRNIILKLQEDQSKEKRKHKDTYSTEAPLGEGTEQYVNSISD
beta cell repl: induces beta-cell replication in MIN6 cells | proliferation, % at 10 µM | MIN6 cells proliferation, ATPlite luminescence, 48 h; cells starved in 0.2% serum; 100% = growth in 10% serum | AID 2380 | 330,000 tested, 0.29% active;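 active = compounds whose signal lies at least 3.5 SD above the mean of all wells on their plate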;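 note: 0% = DMSO-treated cells in low-serum medium and 100% = 10% serum control; some compounds called inactive have numbers as strong as hits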
PfG6PD inh: PfG6PD (Plasmodium falciparum) enzyme inhibition | inhibition, % at 20 µM | PfGluPho enzyme, NADPH resazurin-diaphorase fluorescence | 350,000 tested, 0.78% active | AID 504690;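 active = inhibition reaching at least a set limit at 20 µM in the primary screen, cut at about 59% in these data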;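 note: 0% = DMSO wells with substrate and 100% = DMSO wells lacking glucose-6-phosphate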
SENP8 block-1: inhibitors of human SENP8 protease | recombinant SENP8, Nedd8 substrate fluorescence | inhibition, % at 20 µM | 360,000 tested, 0.64% active | AID 602440; in the data active = inhibition mostly above about 40%, no sharp cut-off; inactive = mostly below about 27%
Target sequence (Q96LD8 whole entry, looked up): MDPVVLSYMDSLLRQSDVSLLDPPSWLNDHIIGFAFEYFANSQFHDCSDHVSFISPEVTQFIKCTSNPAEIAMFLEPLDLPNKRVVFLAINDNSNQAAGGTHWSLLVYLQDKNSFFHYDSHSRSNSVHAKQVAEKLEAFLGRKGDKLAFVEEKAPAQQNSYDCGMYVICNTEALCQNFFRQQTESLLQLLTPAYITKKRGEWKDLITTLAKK
HKDC1 inh: HKDC1 (human) hexokinase inhibition; Q2TB90; recombinant HKDC1, G6PDH/diaphorase resazurin coupled fluorescence; inhibition, % at 20 µM; 340,000 tested, 0.16% active;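 active = inhibition above about 35% when tested at 20 µM, limit read from the data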;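 note: plate controls were DMSO wells with enzyme for no effect and DMSO wells lacking enzyme for full effect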
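Assay system: recombinant HKDC1 hexokinase; detection: coupled resazurin fluorescence, excitation 525 nm, emission 613 nm; benchmarks: DMSO-plus-enzyme-mix negative control, buffer-substituted positive control; compound dosing: single 20 µM dose; schedule: 90 min at room temperature in dark; also added: glucose plus 1 mM ATP as hexokinase substrates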
UBC13 inh: inhibitors of human UBC13 polyubiquitin chain formation; 330,000 tested, 0.47% active; AID 485273; inhibition, % at 20 µM; TR-FRET; P61088; in the data active = inhibition above about 45%, passing the limit was not always enough
SENP8 block-2: SENP8 protease inhibition; Q96LD8; purified SENP8, Z-RLRGG-aminoluciferin cleavage, luminescence; 330,000 tested, 1.2% active; inhibition, % at 10 µM; AID 2540; in the data active = inhibition above about 50%
SENP1 FRET inh: inhibitors of human SENP1 SUMO protease catalytic domain; 360,000 tested, 0.21% active; recombinant SENP1 catalytic domain, CyPet-SUMO1-YPet FRET cleavage; Q9P0U3; inhibition, % at 10 µM;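 active = inhibition at least 30% at 10 µM, raw YFP signal under a set limit, fluorescence ratio 0.5 to 1.5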;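 note: 0% = enzyme with DMSO and 100% = no enzyme wells; some results filed as inactive read as strong as hits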
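Test system: hSENP1 catalytic domain, recombinant; Amount: 20 pM final SENP1 enzyme; Medium: Tris pH 8 buffer plus EDTA, NaCl, BME, BSA, NP40, catalase; Schedule: 50 min enzyme reaction, room temperature, light-protected; Technique: FRET fluorescence in CFP and YFP emission channels; Controls: no-enzyme wells low, DMSO-plus-enzyme wells high control.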
* hit, by the source's call.

Results for CN(C)C(=O)CSc1ncccc1-c1nc2ccccc2[nH]1 ?
SENP7 block: 0; SENP6 block: -11; beta cell repl: -4; PfG6PD inh: 24; SENP8 block-1: -87; HKDC1 inh: -7; UBC13 inh: 4; SENP8 block-2: 2; SENP1 FRET inh: 3

What do the screens show for `COc1ccc(C2=NN(C(=O)CN3CCOCC3)C(c3nc4ccccc4[nH]3)C2)cc1` (stereo not drawn)?
SENP7 block: 6; SENP6 block: 6; beta cell repl: -4; PfG6PD inh: 15; SENP8 block-1: -8; HKDC1 inh: -11; UBC13 inh: -11; SENP8 block-2: -1; SENP1 FRET inh: -1

What do the screens show for `CNC(=S)N/N=C(\C)c1ccc2c(c1)OCO2`?
SENP7 block: -6; SENP6 block: -16; beta cell repl: -2; PfG6PD inh: 6; SENP8 block-1: 4; HKDC1 inh: -4; UBC13 inh: -16; SENP8 block-2: -7; SENP1 FRET inh: 1

Results for Cn1c(CNC(=O)c2ccco2)nnc1SCC(=O)Nc1cccc(Br)c1 ?
SENP7 block: 1; SENP6 block: 5; beta cell repl: -3; PfG6PD inh: 2; SENP8 block-1: 2; HKDC1 inh: 0; UBC13 inh: -8; SENP8 block-2: -5; SENP1 FRET inh: 2

Results for CCOc1ccc(-c2c(C(=O)N/N=C/c3c[nH]c4ccccc34)nnn2-c2nonc2N)cc1 ?
SENP7 block: -1; SENP6 block: -8; beta cell repl: -3; PfG6PD inh: -8; SENP8 block-1: -76; HKDC1 inh: -4; UBC13 inh: -13; SENP8 block-2: -8; SENP1 FRET inh: 1

Results for COc1ccccc1NC(=O)C(C)OC(=O)CCC1CCCCC1 (stereo not drawn) ?
SENP7 block: 1; SENP6 block: -12; beta cell repl: 5; PfG6PD inh: 13; SENP8 block-1: 10; HKDC1 inh: 3; UBC13 inh: 7; SENP8 block-2: -4; SENP1 FRET inh: 4

How did Cc1ccc(S(=O)(=O)NCCNC(C)c2ccc(Br)cc2)cc1 (stereo not drawn) do in these assays?
SENP7 block: 3; SENP6 block: 6; beta cell repl: -7; PfG6PD inh: -9; SENP8 block-1: 16; HKDC1 inh: 2; UBC13 inh: 21; SENP8 block-2: 2; SENP1 FRET inh: 1

What do the screens show for `Cc1c(Nc2ncnc3nc[nH]c23)c(=O)n(-c2ccccc2)n1C`?
SENP7 block: -5; SENP6 block: 6; beta cell repl: -5; PfG6PD inh: -8; SENP8 block-1: 4; HKDC1 inh: 0; UBC13 inh: -4; SENP8 block-2: -1; SENP1 FRET inh: 1

What do the screens show for `CCOC(=O)C1=C(C)NC(SCC(=O)O)=NC1c1ccccc1` (stereo not drawn)?
SENP7 block: -7; SENP6 block: -3; beta cell repl: -2; PfG6PD inh: -7; HKDC1 inh: 1; UBC13 inh: -1; SENP8 block-2: -9

Results for O=C(O)c1cc(NS(=O)(=O)c2cccc3nsnc23)cc(C(=O)O)c1 ?
SENP7 block: -2; SENP6 block: -3; beta cell repl: -3; PfG6PD inh: 3; SENP8 block-1: 10; HKDC1 inh: -5; UBC13 inh: -12; SENP8 block-2: 1; SENP1 FRET inh: -1

What do the screens show for `COc1cc(C(C)=O)ccc1OCC(O)CN1CCN(S(=O)(=O)c2ccccc2)CC1` (stereo not drawn)?
SENP7 block: 10; SENP6 block: -7; beta cell repl: 0; PfG6PD inh: -7; SENP8 block-1: 23; HKDC1 inh: -6; UBC13 inh: -11; SENP8 block-2: -7; SENP1 FRET inh: 2

How did O=C(Nc1ccccc1C(=O)N1CCCCCC1)c1ccc(F)cc1 do in these assays?
SENP7 block: 5; SENP6 block: 11; beta cell repl: -2; PfG6PD inh: -6; SENP8 block-1: 3; HKDC1 inh: -9; UBC13 inh: 6; SENP8 block-2: -1; SENP1 FRET inh: 2

Results for COc1ccc(/C(N)=N/OC(=O)c2cccs2)cc1 ?
SENP7 block: 15; SENP6 block: 77*; beta cell repl: -2; PfG6PD inh: 9; SENP8 block-1: 11; HKDC1 inh: -7; UBC13 inh: 1; SENP8 block-2: 58*; SENP1 FRET inh: 2

How did O=C1Nc2ccccc2/C1=N/c1sc2c(c1C(=O)NCCc1ccccc1)CCCC2 do in these assays?
SENP7 block: 12; SENP6 block: -5; beta cell repl: -7; PfG6PD inh: -2; SENP8 block-1: -40; HKDC1 inh: -6; UBC13 inh: -17; SENP8 block-2: -4; SENP1 FRET inh: -2

What do the screens show for `CCOc1ccc(Nc2nc(Cc3nnc(SCC(N)=O)o3)cs2)cc1`?
SENP7 block: -5; SENP6 block: -21; beta cell repl: -4; PfG6PD inh: 8; SENP8 block-1: 6; HKDC1 inh: -9; UBC13 inh: -6; SENP8 block-2: -1; SENP1 FRET inh: -4

Results for CC(C#N)OC(=O)c1cccnc1SCC(=O)Nc1ccc2c(c1)OCO2 (stereo not drawn) ?
SENP7 block: -4; SENP6 block: 9; beta cell repl: -2; PfG6PD inh: 10; SENP8 block-1: -6; HKDC1 inh: -1; UBC13 inh: 10; SENP8 block-2: 0; SENP1 FRET inh: -3

How did CC1CCCC(NC(=O)C2CCN(C(=O)Nc3ccccc3)CC2)C1C (stereo not drawn) do in these assays?
SENP7 block: 5; SENP6 block: 2; beta cell repl: 3; PfG6PD inh: -11; SENP8 block-1: -4; HKDC1 inh: 3; UBC13 inh: -5; SENP8 block-2: -3; SENP1 FRET inh: 0

How did CN(C(=O)COC(=O)c1ccc2c(c1)NC(=O)CS2)C1CCS(=O)(=O)C1 (stereo not drawn) do in these assays?
SENP7 block: -7; SENP6 block: -2; beta cell repl: -1; PfG6PD inh: 2; SENP8 block-1: 7; HKDC1 inh: 2; UBC13 inh: -11; SENP8 block-2: -2; SENP1 FRET inh: 1

What do the screens show for `O=C1NC[C@H](c2ccccc2)OC(=O)[C@H](Cc2ccc(F)cc2)C/C=C\C[C@@H]1CC(=O)N(CCO)Cc1ccccc1`?
SENP7 block: -4; SENP6 block: -9; beta cell repl: -3; PfG6PD inh: 0; SENP8 block-1: 22; HKDC1 inh: 3; UBC13 inh: -4; SENP8 block-2: -14; SENP1 FRET inh: 4

What do the screens show for `Cc1cccc(S(=O)Cc2ccc(C(=O)N3CCOCC3)o2)c1` (stereo not drawn)?
SENP7 block: 1; SENP6 block: 18; beta cell repl: 2; PfG6PD inh: 6; SENP8 block-1: 8; HKDC1 inh: -2; UBC13 inh: -3; SENP8 block-2: 3; SENP1 FRET inh: 2

Results for COc1ccc(-c2cc(C)no2)cc1S(=O)(=O)N1CCN(c2ccc([N+](=O)[O-])cc2)CC1 ?
SENP7 block: -5; SENP6 block: -2; beta cell repl: -1; PfG6PD inh: 16; SENP8 block-1: 10; HKDC1 inh: 3; UBC13 inh: -7; SENP8 block-2: 4; SENP1 FRET inh: -8

What do the screens show for `C/C(=N\NC(=O)c1ccc2c(c1)OCO2)c1ccc(C(=O)O)s1`?
SENP7 block: 6; SENP6 block: -5; beta cell repl: -3; PfG6PD inh: -7; SENP8 block-1: 7; HKDC1 inh: -12; UBC13 inh: -7; SENP8 block-2: 1; SENP1 FRET inh: -1

Results for CCN1CCCC(CO)(Cc2ccccc2)C1 (stereo not drawn) ?
SENP7 block: -2; SENP6 block: -13; beta cell repl: 5; PfG6PD inh: -7; SENP8 block-1: 9; HKDC1 inh: 8; UBC13 inh: 4; SENP8 block-2: 2; SENP1 FRET inh: -4

Results for C=CCOC(=O)/C(=C/c1ccco1)NC(=O)/C=C/c1ccccc1 ?
SENP7 block: -8; SENP6 block: 0; beta cell repl: 1; PfG6PD inh: 22; SENP8 block-1: 16; HKDC1 inh: -1; UBC13 inh: -28; SENP8 block-2: 0; SENP1 FRET inh: 3

How did O=C(O)c1cccnc1SC1CC(=O)N(CCc2ccccc2)C1=O (stereo not drawn) do in these assays?
SENP7 block: 5; SENP6 block: 11; beta cell repl: -2; PfG6PD inh: 3; SENP8 block-1: 13; HKDC1 inh: -10; UBC13 inh: 12; SENP8 block-2: 5; SENP1 FRET inh: 1

What do the screens show for `CCc1cccc(C)c1NC(=O)CNCc1ccccc1`?
SENP7 block: -5; SENP6 block: -9; beta cell repl: 0; PfG6PD inh: 2; SENP8 block-1: 5; HKDC1 inh: -10; UBC13 inh: 0; SENP8 block-2: -9; SENP1 FRET inh: 1

How did Cc1ccc2nc(/C(C#N)=C\c3ccc([N+](=O)[O-])o3)[nH]c2c1 do in these assays?
SENP7 block: -4; SENP6 block: 15; beta cell repl: -5; PfG6PD inh: 43; SENP8 block-1: -103; HKDC1 inh: 12; UBC13 inh: -85; SENP8 block-2: 5; SENP1 FRET inh: -23

How did O=c1[nH]c(/C(Cl)=C/c2c(F)cccc2Cl)nc2cc(Cl)ccc12 do in these assays?
SENP7 block: -2; SENP6 block: -10; beta cell repl: -4; PfG6PD inh: -10; SENP8 block-1: 4; HKDC1 inh: -4; UBC13 inh: -14; SENP8 block-2: -12; SENP1 FRET inh: -6

What do the screens show for `O=C(CCCc1nc2ccccc2s1)NC(c1ccccc1)c1ccccc1`?
SENP7 block: -1; SENP6 block: -15; beta cell repl: -2; PfG6PD inh: 5; SENP8 block-1: 6; HKDC1 inh: -15; UBC13 inh: 12; SENP8 block-2: -4; SENP1 FRET inh: -2

How did CCn1c(CCCc2ccc(OC)c(C)c2)n[nH]c1=S do in these assays?
SENP7 block: -5; SENP6 block: -12; beta cell repl: -1; PfG6PD inh: 30; SENP8 block-1: 8; HKDC1 inh: -5; UBC13 inh: -6; SENP8 block-2: -11; SENP1 FRET inh: 0

What do the screens show for `COc1ccccc1/C=C/C(=O)NC(=S)N(C)C1CCCCC1`?
SENP7 block: -11; SENP6 block: -13; beta cell repl: -3; PfG6PD inh: 10; SENP8 block-1: -3; HKDC1 inh: 1; UBC13 inh: -6; SENP8 block-2: 2; SENP1 FRET inh: 0

Results for COc1ccccc1C(=O)NC(=O)COc1ccc([N+](=O)[O-])cc1 ?
SENP7 block: -3; SENP6 block: -4; beta cell repl: -3; PfG6PD inh: 1; SENP8 block-1: 13; HKDC1 inh: 3; UBC13 inh: -1; SENP8 block-2: 0; SENP1 FRET inh: 0

Results for COc1ccc(NC2=NC(C)(CO)CS2)cc1 (stereo not drawn) ?
SENP7 block: 1; SENP6 block: -13; beta cell repl: -1; PfG6PD inh: 1; SENP8 block-1: 17; HKDC1 inh: -7; UBC13 inh: -3; SENP8 block-2: 3; SENP1 FRET inh: 4

Part of the list above in order of SMILES length, ascending.
How did O=C(O)c1cccnc1SC1CC(=O)N(CCc2ccccc2)C1=O (stereo not drawn) do in these assays?
SENP7 block: 5; SENP6 block: 11; beta cell repl: -2; PfG6PD inh: 3; SENP8 block-1: 13; HKDC1 inh: -10; UBC13 inh: 12; SENP8 block-2: 5; SENP1 FRET inh: 1

What do the screens show for `O=C(CCCc1nc2ccccc2s1)NC(c1ccccc1)c1ccccc1`?
SENP7 block: -1; SENP6 block: -15; beta cell repl: -2; PfG6PD inh: 5; SENP8 block-1: 6; HKDC1 inh: -15; UBC13 inh: 12; SENP8 block-2: -4; SENP1 FRET inh: -2

Results for COc1ccc(-c2cc(C)no2)cc1S(=O)(=O)N1CCN(c2ccc([N+](=O)[O-])cc2)CC1 ?
SENP7 block: -5; SENP6 block: -2; beta cell repl: -1; PfG6PD inh: 16; SENP8 block-1: 10; HKDC1 inh: 3; UBC13 inh: -7; SENP8 block-2: 4; SENP1 FRET inh: -8

Assay outcomes from PubChem BioAssay.

Hits appear at their usual frequency; any-hit rate near 4%.
